tim10-1 inh – growth inhibitors of tim10-1 mutant yeast; hit rate 2.2% among 330,000; AID 463190; inhibition, % at 20 µM; S. cerevisiae tim10-1 ts strain growth, BacTiter-Glo, 24 h;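 active = inhibition of at least 40%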;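 note: mutant grown at 25 °C; 0% = DMSO wells with yeast and 100% = wells holding no yeast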
XBP1 UPR activ – adaptive UPR (XBP1) activation | CHO-XBP1 luciferase reporter, IRE1-XBP1 UPR activation, luminescence; percent of tunicamycin response, DMSO as zero | activation, % at 20 µM | hit rate 0.33% among 330,000;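 active = versus positive control, 20 µM dose yields 30% or more activation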;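 note: 100% = tunicamycin at 10 µg/mL and 0% = DMSO only wells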
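incubation = overnight seeding at 37 °C, 6 h compound treatment at 37 °C | assay system = CHO-XBP1 cells stably carrying IRE1-XBP1-driven luciferase reporter | input = 1000 cells per well | detection = luciferase luminescence | dosing = single point, 20 µM final compound, 1% DMSO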
697 NFkB inh – lowers PMA/ionomycin-induced NF-kB signal in 697 B cells | 697 B-cell NF-kB luciferase reporter, 16 h | inhibition, % at 4 µM | hit rate 0.33% among 330,000; in the data active = inhibition above about 35%
Jurkat NFkB inh – lowers PMA/ionomycin-induced NF-kB signal in Jurkat cells; hit rate 0.53% among 330,000; inhibition, % at 4 µM; AID 435003; PMA/ionomycin-induced NF-kB luciferase reporter, luminescence; in the data active = inhibition above about 50%
tim23-1 inh – inhibits growth of tim23-1 mutant yeast | hit rate 1.3% among 330,000 | AID 463212 | S. cerevisiae tim23-1 growth, BacTiter-Glo luminescence, 24 h | inhibition, % at 20 µM;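 active = growth inhibition of the mutant yeast at or above 50%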;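 note: temperature-sensitive mutant grown at 25 °C; plate controls were DMSO-treated mutant yeast for no effect and medium wells lacking yeast for full effect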
UPR CHOP act – activators of apoptotic arm of unfolded protein response (CHOP). activation, % at 10 µM. CHO-CHOP luciferase reporter, UPR activation, luminescence; percent of tunicamycin response over DMSO baseline. hit rate 0.34% among 330,000;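 active = at 10 µM dose, activation of 40% or more, normalized to positive control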;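 note: 100% = tunicamycin at 10 µg/mL and 0% = DMSO alone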
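measured by = luciferase luminescence | assay system = CHO-CHOP cells, stable luciferase reporter of PERK-eIF2a-CHOP signalling | amount = 500 reporter cells seeded per well | timing = 6 h compound exposure at 37 °C after overnight seeding | controls = positive tunicamycin 10 µg/mL, negative DMSO alone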
Mdm2 MdmX PPI – disrupts the human Mdm2-MdmX interaction; SaOS-2 split-luciferase Mdm2/MdmX complementation, luminescence; inhibition, % at 8 µM; hit rate 3% among 330,000; AID 485346;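 active = inhibition of at least 50% at 8 µM in the primary screen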
Target sequence (O15151 whole entry, looked up): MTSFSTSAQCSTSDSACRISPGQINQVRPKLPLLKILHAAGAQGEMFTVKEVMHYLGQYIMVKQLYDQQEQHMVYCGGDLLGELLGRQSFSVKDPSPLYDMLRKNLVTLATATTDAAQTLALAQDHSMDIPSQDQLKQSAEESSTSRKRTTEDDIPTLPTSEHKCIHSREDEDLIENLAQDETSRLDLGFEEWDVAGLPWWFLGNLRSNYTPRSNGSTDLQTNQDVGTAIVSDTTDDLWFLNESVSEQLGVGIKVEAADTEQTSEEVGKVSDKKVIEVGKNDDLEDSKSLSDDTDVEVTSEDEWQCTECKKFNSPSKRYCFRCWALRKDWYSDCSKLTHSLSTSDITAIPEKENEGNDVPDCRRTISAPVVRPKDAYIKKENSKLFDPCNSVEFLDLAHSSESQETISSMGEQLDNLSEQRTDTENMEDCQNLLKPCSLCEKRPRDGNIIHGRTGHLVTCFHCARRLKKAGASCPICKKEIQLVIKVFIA
Target sequence (Q00987 whole entry, looked up): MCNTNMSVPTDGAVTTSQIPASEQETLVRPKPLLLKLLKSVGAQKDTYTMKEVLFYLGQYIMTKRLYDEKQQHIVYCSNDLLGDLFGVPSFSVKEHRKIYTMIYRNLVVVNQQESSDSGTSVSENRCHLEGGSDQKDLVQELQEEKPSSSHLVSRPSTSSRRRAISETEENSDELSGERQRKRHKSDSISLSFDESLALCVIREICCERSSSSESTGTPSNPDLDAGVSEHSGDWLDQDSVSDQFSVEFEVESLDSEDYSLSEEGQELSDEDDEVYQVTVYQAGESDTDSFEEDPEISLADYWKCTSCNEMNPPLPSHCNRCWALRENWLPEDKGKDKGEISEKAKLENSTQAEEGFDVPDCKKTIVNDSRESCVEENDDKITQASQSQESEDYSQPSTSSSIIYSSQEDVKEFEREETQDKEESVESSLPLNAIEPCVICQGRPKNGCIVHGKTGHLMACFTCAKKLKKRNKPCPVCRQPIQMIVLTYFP
TIM10 inh – growth inhibitors of TIM10 yeast strain; inhibition, % at 10 µM; S. cerevisiae TIM10 strain growth, BacTiter-Glo luminescence, 24 h; AID 463195; hit rate 1.4% among 330,000;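 active = inhibition of 40% or more at the single tested concentration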;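 note: wild-type TIM10 isogenic control strain grown at permissive 25 °C; 0% = DMSO yeast wells and 100% = minimal medium wells without yeast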
* = called active by the depositor.

SMILES	tim10-1 inh	XBP1 UPR activ	697 NFkB inh	Jurkat NFkB inh	tim23-1 inh	UPR CHOP act	Mdm2 MdmX PPI	TIM10 inh
Cc1ccc(C)c(NC(=S)NCCCN2CCOCC2)c1	10	1	-23	-23	6	0.5	-16	-7
COc1cc(NC(=O)c2cc(-c3ccc4c(c3)OCO4)on2)cc(OC)c1OC	-4	3	4	66*	7	2.0	60*	10
O=C(Cn1cncn1)N/N=C/c1cccc(Cl)c1	1	1	0	12	5	-0.8	-2	9
Cc1ccc(C)c(OCC(=O)O/N=C(\N)c2ccccn2)c1	24	2	-104	-53	29	5.6	-177	21
CC(C)CCN(C(=O)c1cn2ccccc2n1)c1c(N)n(Cc2ccccc2)c(=O)[nH]c1=O	-29	-4	-18	-8	5	0.3	23	-8
C#CCOCCOCCOCCNc1nc(N2CCN(C(=O)CCCCCCCCCCNC(=O)Cn3cc(CCCCCN)nn3)CC2)nc(N2CCN(C(=O)CCCCCCCCCCNC(=O)Cn3cc(CCCCCN)nn3)CC2)n1	13	0	-20	-13	45	1.3	14	3
CC(C)CCN1CCN(Cc2ccc(C#CCCO)cc2)CC1CCO (centres undefined)	-2	-2	23	6	-1	0.7	1	3
CCNC(=O)CN(CCc1ccccc1)S(C)(=O)=O	7	-1	14	0	6	-1.6	12	-4
O=C(/C=N/O)NCc1cccnc1	-12	-2	18	-2	-7	-1.4	3	-4
Cc1ccc(NC(=O)c2cc(C)on2)cc1	11	1	-71	-88	-3	2.4	-72	5

Ordered by heavy-atom count (falling): some entries from above
SMILES	tim10-1 inh	XBP1 UPR activ	697 NFkB inh	Jurkat NFkB inh	tim23-1 inh	UPR CHOP act	Mdm2 MdmX PPI	TIM10 inh
C#CCOCCOCCOCCNc1nc(N2CCN(C(=O)CCCCCCCCCCNC(=O)Cn3cc(CCCCCN)nn3)CC2)nc(N2CCN(C(=O)CCCCCCCCCCNC(=O)Cn3cc(CCCCCN)nn3)CC2)n1	13	0	-20	-13	45	1.3	14	3
CC(C)CCN(C(=O)c1cn2ccccc2n1)c1c(N)n(Cc2ccccc2)c(=O)[nH]c1=O	-29	-4	-18	-8	5	0.3	23	-8
Cc1ccc(C)c(OCC(=O)O/N=C(\N)c2ccccn2)c1	24	2	-104	-53	29	5.6	-177	21
Cc1ccc(C)c(NC(=S)NCCCN2CCOCC2)c1	10	1	-23	-23	6	0.5	-16	-7
CCNC(=O)CN(CCc1ccccc1)S(C)(=O)=O	7	-1	14	0	6	-1.6	12	-4
O=C(Cn1cncn1)N/N=C/c1cccc(Cl)c1	1	1	0	12	5	-0.8	-2	9
Cc1ccc(NC(=O)c2cc(C)on2)cc1	11	1	-71	-88	-3	2.4	-72	5

Following part.
SMILES	tim10-1 inh	XBP1 UPR activ	697 NFkB inh	Jurkat NFkB inh	tim23-1 inh	UPR CHOP act	Mdm2 MdmX PPI	TIM10 inh
COC(=O)c1c(NC(=O)CN2CCC(C)CC2)c2c(C)cccc2n1C	12	0	-18	-20	6	-0.9	11	-11
CS(=O)(=O)N1CCN(C(=O)C2c3ccccc3Oc3ccccc32)CC1	10	1	-5	-6	14	-1.3	14	6
COC(=O)N1C(=O)[C@](Cc2ccccc2)(c2ccccc2)N1C(=O)OC	5	-3	12	6	-15	-2.0	55*	-15
COc1ccc2oc(C(=O)NCCC(C)C)c(C)c2c1	19	-1	-97	-117	6	3.4	-155	4
O=C1c2ccccc2NC(c2ccco2)N1NS(=O)(=O)c1ccccc1 (centres undefined)	-1	-3	13	10	2	0.8	12	17
O=C(CN1C(=O)c2ccccc2S1(=O)=O)NCc1ccccc1Cl	-3	-1	-17	7	18	1.0	10	11
CCN(CC)C(=O)N1c2ccccc2CC(N(CC)CC)c2ccccc21 (centres undefined)	5	-3	-9	-10	18	0.1	8	14
CN(C)Cc1c(C(=O)Nc2ccccc2)[nH]c2ccccc12	1	4	-1	10	-4	-0.6	-12	-6
CCCCCc1ccc(-c2nnc(N)s2)cc1	-10	2	-14	-29	14	6.0	-22	-21
CCS(=O)(=O)CCSc1nc2ccccc2o1	15	-1	14	-10	8	0.0	11	-5
CCc1ccc(NC(=O)c2cnn(-c3ccccc3)c2C2CCNCC2)cc1	12	4	-16	-5	-2	-0.4	35	-1
CNC(=O)CSCc1c(Cl)cccc1Cl	9	3	-26	-10	14	0.0	5	13
COC(=O)c1ccccc1NC(=O)c1sc(=S)n(C)c1N	46*	0	18	-6	30	0.7	3	35
C/C(=N\NC(=O)Cn1cnc2ccccc21)c1cccs1	-2	0	-17	-19	6	0.2	4	-1
C#CCNC(=O)C1=C[C@H](c2ccc(Br)cc2)C[C@H](OCCCCO)O1	0	1	-17	-12	28	-0.6	5	11
CCN(CC)S(=O)(=O)c1ccc2c(c1)nc(CCC(=O)Nc1cccc(C(F)(F)F)c1)n2CC	13	-3	-4	-5	13	-0.9	12	14
Cc1cc(SCC(=O)N/N=C/c2cccnc2)nc2c(C)cccc12	4	-8	-10	10	25	-2.7	28	4
CS(=O)(=O)N1CCN(C(=O)C(Sc2ccccc2)c2ccccc2)CC1 (centres undefined)	14	-2	14	-7	15	-0.1	4	12
NS(=O)(=O)c1ccc(NC(=O)COC(=O)CSc2n[nH]c(-c3ccccc3)n2)cc1	10	0	2	0	13	-1.9	17	13
COc1ccccc1N1CCN(C(=O)c2ccc(CS(=O)(=O)c3ccccc3OC)o2)CC1	20	3	4	5	1	-0.2	11	-4
COc1cc(/C=N/NC(N)=O)ccc1OCC(=O)N1C(C)CCCC1C (centres undefined)	-13	-1	11	1	2	-1.1	-9	-3
CC(C)CC(=O)N1CCC(O)(CS(=O)(=O)Cc2ccccc2)CC1	13	1	17	5	4	0.0	13	1
Cc1cc(S(=O)(=O)Nc2ccc(C(=O)NCC(c3ccccc3)N(C)C)cc2)ccc1F (centres undefined)	-8	-1	-9	0	2	1.7	22	-9
Cc1ccn(CCC(=O)N2CCc3ccccc32)n1	2	-4	12	-4	16	1.4	-11	14
COc1cccc(C(=O)NCc2nnc(SCC(=O)Nc3nccs3)n2-c2cccc(C)c2)c1	5	-3	-32	-11	16	-1.0	2	3
Cc1ccc(S(=O)(=O)N2CCCC2C(=O)Nc2nc3c(s2)CCCC3)cc1 (centres undefined)	20	-3	-10	5	38	-1.0	4	33
Clc1ccc(OCCn2cnc3ccccc32)cc1	27	-1	-20	0	33	1.1	17	10
COc1cc(C(=O)NC(=S)NNC(=O)c2ccc3c(c2)OCO3)cc(OC)c1OC	15	1	21	6	9	0.7	11	7
COc1cccc(CNC(=O)CN2C(=O)CC(c3ccccc3)=Nc3ccccc32)c1	38	-3	8	6	14	-2.7	22	20
CCOP(=O)(OCC)C(NC(=O)c1ccc(OC)c(OC)c1)c1ccccc1 (centres undefined)	3	-2	-8	2	-3	0.3	9	14
Cc1occc1C(=O)NNC(=O)c1ccccc1Br	9	-2	-17	-13	3	2.7	-1	0
Cc1ccc(N(CC(=O)N/N=C/c2ccc(OCC(N)=O)cc2)S(C)(=O)=O)cc1Cl	-35	-2	15	8	-9	-0.3	5	-12
COc1ccc(C2c3c(oc4ccccc4c3=O)C(=O)N2CCN2CCOCC2)cc1OC (centres undefined)	-2	-1	-29	5	20	0.2	-15	-5
O=C(C1CCN(S(=O)(=O)c2ccc(Br)s2)CC1)N1CCCCC1	19	-1	-24	13	30	-0.6	-16	16
COc1ccccc1N1CCN(c2ccc(-c3ccccc3)nn2)CC1	15	-5	-174	-22	41	-4.6	39	26
COC(=O)c1c(SCC(=O)NC2CCCCC2)[nH]c2ccccc2c1=O	-5	-4	-13	-8	3	0.5	16	-4
Cc1c(Cl)cnn1CC(=O)NC1C(=O)N2C(C(=O)O)=C(CSc3nnnn3C)CSC12 (centres undefined)	0	0	21	10	4	1.8	31	18
O=C(NCCCN1CCOCC1)C(=O)N/N=C/c1c(Cl)cccc1Cl	16	-1	18	8	0	1.2	0	20
CC(C)NS(=O)(=O)c1ccc(NC(=O)C(C)Oc2ccc(C(=O)c3ccccc3)cc2)cc1 (centres undefined)	31	0	-10	-2	15	1.9	17	10
COc1ccccc1NS(=O)(=O)c1ccc(N/N=C/C=C/c2ccccc2[N+](=O)[O-])c([N+](=O)[O-])c1	18	-2	-6	-11	22	-5.8	27	21
O=C(NCCc1ccccc1F)C1CCCN1S(=O)(=O)c1ccccc1 (centres undefined)	24	-1	7	7	26	0.5	1	26
COc1ccc(-n2nnnc2-c2cnc(N3CCCC3)nc2C(F)(F)F)cc1	30	-2	-18	15	37	-1.4	18	28
O=C(CN1C(=O)NC2(CCCCC2)C1=O)NCc1ccc2c(c1)OCO2	4	0	18	1	10	-0.4	16	4
Cc1ccc(C(=O)COC(=O)c2cnccn2)cc1	4	1	3	15	16	-3.7	27	9
O=C(O)CC(c1cccc([N+](=O)[O-])c1)N1Cc2ccccc2C1=O (centres undefined)	-11	-3	-7	-14	15	-0.3	-4	-6
Cc1cc(N2CCN(C)CC2)nc2ccc(NC(=S)N3CCN(c4cccc(Cl)c4)CC3)cc12	2	0	18	-7	0	1.8	33	4
CCOC(=O)c1ccc(N/C=C/C(=O)c2ccc(OC)cc2)cc1	-18	0	-29	-10	-15	-0.7	-18	-16
O=C(CN1CCCCC1)N1c2ccccc2CCc2ccccc21	-8	-5	12	8	3	-1.1	2	5
Cc1cccc(C(=O)OC(C)C(=O)NCC2CCCCC2)c1O (centres undefined)	-4	-1	2	6	-3	1.1	14	-1
Cc1ccc(NC(=O)Cc2ccc(Cl)c(Cl)c2)cc1S(=O)(=O)N(C)C	-9	-3	-19	13	-5	1.9	40	16
(further entries)
SMILES	tim10-1 inh	XBP1 UPR activ	697 NFkB inh	Jurkat NFkB inh	tim23-1 inh	UPR CHOP act	Mdm2 MdmX PPI	TIM10 inh
Nc1ncnc2c1ncn2[C@@H]1O[C@H](CNCc2ccccc2)[C@@H](O)[C@H]1O	-19	-1	2	-6	-5	-0.7	-10	6
Cn1c(-c2sccc2OCc2cccc(C(F)(F)F)c2)n[nH]c1=S	44*	-1	-2	4	35	2.4	-2	42*
Cn1nccc1C(=O)Nc1ccc2c(c1)OCO2	-14	-8	-32	-30	-4	4.2	4	0
CC(=O)Nc1nc2ccc(C(=O)NCCOC(=O)C3CCCCC3)cc2s1	23	-1	-14	-3	20	-1.2	11	17
CCN1C2=NCCCN2c2ccccc21	-23	1	-6	5	-3	-1.5	14	-4
C#CCn1c(=NC(=O)CN2C(=O)CCC2=O)sc2cccc(OC)c21	8	0	15	9	18	-2.2	7	2
CC(C)OCCCN1C=C2C(=O)C(C)(OC(=O)CCc3ccccc3)C(=O)C=C2C=C1c1ccc(C#N)cc1 (centres undefined)	-9	-3	17	9	1	0.2	30	3
O=C(Nc1ccc(F)cc1)c1c(Cl)nc2ccccn12	7	4	-16	-28	3	0.8	4	-17
COC(=O)CSc1nnc2n(C3CCCCC3)c(=O)c3c4c(sc3n12)CCCC4	32	1	14	-1	37	2.6	12	12
Cc1cc2c3nonc3ccc2n1-c1ccccc1	30	2	7	17	35	-1.3	-8	32
CC(C)(CNC(=O)c1ccc(S(=O)(=O)Nc2cccc(C(F)(F)F)c2)cc1)N1CCOCC1	6	-1	-5	-15	6	-2.6	9	0
CC(=O)c1cccc(NC(=O)Cc2coc3cc4c(cc23)CCC4)c1	24	-3	2	-9	14	-0.3	-7	-3
COc1ccc(CNC(=O)COC(=O)CCOc2ccc(C)cc2)cc1OC	5	5	18	10	11	1.1	6	3
CC(C(=O)NC1C=CS(=O)(=O)C1)N1C(=O)/C(=C/c2ccc(Cl)cc2)SC1=S (centres undefined)	17	-4	-1	-2	25	-1.1	8	23
Cc1ccc2c(c1)N(CC(=O)N(Cc1ccccn1)Cc1ccco1)C(=O)C(C(C)C)O2 (centres undefined)	8	2	10	-2	9	-1.0	2	4
CCOC(=O)c1ccc2[nH]c3c(c2c1)CN(C)CC3	-12	-1	3	-10	-16	-0.8	18	-7

High-throughput results as filed in PubChem BioAssay.
